High-throughput results: PubChem BioAssay, National Center for Advancing Translational Sciences (NCATS)
POLB inh: qHTS Assay for Inhibitors of DNA Polymerase Beta; Pol beta primer extension/strand displacement, fluorescence kinetic; Potency, µM (top dose mostly 114 µM), inactives show at the top dose activity change, negative = inhibition, usual class: inhibitors; 340,000 compounds, 1.3% hits; AID 485314, 2010; also: % is scaled to controls: 0 for no effect and ±100 for the full control effect
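Homogeneous kinetic assay of primer extension and strand displacement by 10 nM Pol beta, preincubated 15 min at room temperature with compound before 50 nM substrate (final) was added. Read at 0 and 10 min; four-parameter Hill fit.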
BLM helicase inh: qHTS Assay for Inhibitors of Bloom's syndrome helicase (BLM) | AID 2528, 2010 | Potency, µM (titrated, usually from 56.1 µM), for the others: at the highest dose activity change, negative = inhibition, usual class: inhibitors | recombinant BLM DNA unwinding, fluorescence dequenching | RecQ-like DNA helicase BLM (Homo sapiens), P54132 | 350,000 compounds, 0.2% hits;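 also: plate controls were vehicle for no effect and no enzyme for full effect; nearly all actives have a fitted effect of over 35% in size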
POLK inh: qHTS for Inhibitors of Polymerase Kappa; Potency, µM (top dose mostly 107 µM), without a hit: at the highest dose activity, negative = inhibition, actives largely listed as inhibitors; 400,000 compounds, 0.53% hits; DNA polymerase kappa (Homo sapiens), Q9UBT6; purified Pol kappa, fluorescent DNA synthesis assay, 10 min; also: % is scaled to controls: 0 for no effect and ±100 for the full control effect
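Enzyme at 10 nM met test compounds for 15 min at room temperature. Substrate addition (50 nM final) began the reaction, which was monitored by fluorescence at 0 and 10 min.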
APE1 inh: qHTS Assay for Inhibitors of the Human Apurinic/apyrimidinic Endonuclease 1 (APE1); DNA repair nuclease/redox regulator APEX1 (Homo sapiens), P27695; recombinant APE1, TAMRA/BHQ-2 abasic DNA cleavage fluorescence; Potency, µM (top dose mostly 65.8 µM), for the others: top-dose activity change, negative = inhibition, hits mostly inhibitors; 350,000 compounds, 0.35% hits; AID 2517, 2012;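 also: plate controls were vehicle for no effect and reference inhibitor for full effect; nearly all actives have a fitted effect of over 55% in size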
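Readout is kinetic fluorescence (ex 525, em 598 nm) from cleavage of 50 nM TAMRA/BHQ-2 THF abasic duplex by 0.75 nM APE1, compound added 15 min beforehand at RT.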
G9a inh: qHTS Assay for Inhibitors of Histone Lysine Methyltransferase G9a; Histone-lysine N-methyltransferase EHMT2 (Homo sapiens), Q96KQ7; G9a H3K9 monomethylation, AlphaScreen, 2 h; Potency, µM (titrated, usually from 102 µM), for inactives: at the highest dose activity, negative = inhibition, usual class: inhibitors; 350,000 compounds, 8.8% hits; also: % is scaled to controls: 0 for no effect and ±100 for the full control effect; nearly all actives have a fitted effect of over 75% in size
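Signal arises when biotinylated H3K9 peptide, once monomethylated, bridges streptavidin donor and antibody-captured acceptor beads. Enzyme at 20 nM was preincubated 15 min with test compounds; peptide 500 nM and SAM 20 uM then reacted for 2 h.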
JMJD2A Tudor: qHTS Assay for Inhibitors of JMJD2A-Tudor Domain; AID 504339, 2011; AlphaScreen JMJD2A-Tudor / H3K4me3 peptide binding; Lysine-specific demethylase 4A (Homo sapiens), O75164; Potency, µM (top dose mostly 114 µM), for the others: at the top dose activity change, negative = inhibition, usual class: inhibitors; 390,000 compounds, 4.4% hits; also: % is scaled to controls: 0 for no effect and ±100 for the full control effect; nearly all actives have a fitted effect of over 50% in size
Target sequence (O75164 whole entry, looked up, the tested form may be a part): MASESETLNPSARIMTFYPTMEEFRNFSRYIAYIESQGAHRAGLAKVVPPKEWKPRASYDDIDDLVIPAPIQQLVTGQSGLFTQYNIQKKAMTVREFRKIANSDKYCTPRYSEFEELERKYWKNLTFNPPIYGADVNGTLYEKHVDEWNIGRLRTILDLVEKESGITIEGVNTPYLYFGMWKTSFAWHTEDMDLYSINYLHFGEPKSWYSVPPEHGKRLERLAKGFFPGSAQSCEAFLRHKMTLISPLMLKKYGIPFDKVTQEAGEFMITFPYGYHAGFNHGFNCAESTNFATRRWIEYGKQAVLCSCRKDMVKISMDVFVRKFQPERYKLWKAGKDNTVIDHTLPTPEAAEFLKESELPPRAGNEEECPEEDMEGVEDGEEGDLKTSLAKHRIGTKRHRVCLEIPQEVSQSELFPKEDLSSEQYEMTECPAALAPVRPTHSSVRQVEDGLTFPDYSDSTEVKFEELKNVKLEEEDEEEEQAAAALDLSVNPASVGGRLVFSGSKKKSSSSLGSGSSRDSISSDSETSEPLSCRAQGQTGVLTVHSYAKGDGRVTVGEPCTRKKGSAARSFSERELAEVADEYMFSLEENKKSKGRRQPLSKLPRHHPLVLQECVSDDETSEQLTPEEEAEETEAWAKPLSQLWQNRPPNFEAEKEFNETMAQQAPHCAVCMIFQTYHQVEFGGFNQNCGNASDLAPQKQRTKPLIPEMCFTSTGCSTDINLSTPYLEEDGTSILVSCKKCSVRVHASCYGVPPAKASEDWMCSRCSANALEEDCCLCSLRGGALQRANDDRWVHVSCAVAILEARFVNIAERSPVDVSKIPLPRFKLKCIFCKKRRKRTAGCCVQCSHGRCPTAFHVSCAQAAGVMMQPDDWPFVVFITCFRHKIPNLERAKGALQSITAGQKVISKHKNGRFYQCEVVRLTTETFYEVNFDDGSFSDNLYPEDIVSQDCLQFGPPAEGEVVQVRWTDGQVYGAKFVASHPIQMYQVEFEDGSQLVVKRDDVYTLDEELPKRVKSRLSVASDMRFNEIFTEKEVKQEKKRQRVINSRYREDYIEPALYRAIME
BAZ2B block: qHTS Assay for Inhibitors of BAZ2B. AID 504333, 2011. 360,000 compounds, 4.4% hits. AlphaScreen BAZ2B-H3K14Ac peptide displacement. Potency, µM (titrated, usually from 114 µM), inactives show at the highest dose activity change, negative = inhibition, usual class: inhibitors. Bromodomain adjacent to zinc finger domain protein 2B (Homo sapiens), Q9UIF8; also: % is scaled to controls: 0 for no effect and ±100 for the full control effect; nearly all actives have a fitted effect of over 60% in size
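AlphaScreen displacement of biotin-H3(5-23)K14Ac peptide (50 nM final) from BAZ2B (50 nM final) in PBS pH 7.4, 0.01% Tween-20; complex preformed 30 min RT, then compounds (top 110 uM) 30 min RT, beads 20 min dark.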
Pol eta inh: qHTS for Inhibitors of Polymerase Eta. DNA polymerase eta (Homo sapiens), Q9Y253. recombinant Pol eta, fluorescent DNA replication assay. Potency, µM (series often up to 114 µM), inactives show at the highest dose activity change, negative = inhibition, hits mostly inhibitors. 390,000 compounds, 1.2% hits. AID 588591, 2011; also: % is scaled to controls: 0 for no effect and ±100 for the full control effect
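Fluorescent replication assay: 50 nM final substrate added after a 15 min room-temperature compound preincubation with 10 nM enzyme. Signal taken at 0 min and again at 10 min.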
POLI inh: qHTS for Inhibitors of Polymerase Iota. DNA polymerase iota (Homo sapiens), Q9UNA4. Pol iota fluorescent replication assay, 10 min. Potency, µM (series often up to 115 µM), for inactives: at the top dose activity, negative = inhibition, actives largely listed as inhibitors. 390,000 compounds, 1% hits. AID 588590, 2011
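Pol iota at 10 nM preincubated 15 min with compounds at room temperature; reaction started with fluorescent substrate, 50 nM final. Fluorescence read kinetically at 0 and 10 min; buffer-only wells as negative control.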
Starred values were filed as active, the others as inactive; ? = inconclusive; nt = no result given; [ ] = dose if it differs, or a comment. Calls follow the shape of the dose curve; as a rule, active = well fitted curve in the direction sought with a large enough effect; inconclusive = small, poorly fitted or top-dose-only effect, or another doubt; inactive = no such curve, though single readings can be large; an effect the other way counts as inactive or inconclusive. Potency is read from the fitted curve at half-maximal effect. Only part of the results is shown. The share of hits here may be higher or lower than overall.

entry	canonical_smiles	POLB inh	BLM helicase inh	POLK inh	APE1 inh	G9a inh	JMJD2A Tudor	BAZ2B block	Pol eta inh	POLI inh
1	O/N=C1\CC(O)Cc2nonc21 (configuration not stated)	10%	-4%	-21%	2%	21%	20%	11%	-6%	25%
2	CN1CCN(S(=O)(=O)c2cccc(C(=O)NC3(C)CCS(=O)(=O)C3)c2)CC1 (configuration not stated)	nt	nt	-4%	9%	-4%[12.7 µM]	-5%	-2%	-3%	15%
3	Cc1cc(F)ccc1S(=O)(=O)Nc1ccc2oc3c(c2c1)CC(C)CC3 (configuration not stated)	-2%	-17%	-26%	nt	?	-22%	?	-14%	-13%
4	Cc1ccc(-c2nc3cccnc3s2)cc1NC(=O)c1ccco1	nt	nt	-3%[60.1 µM]	nt	nt	-1%	nt	-4%	-17%
5	CSc1ccc(N/N=C(/C#N)S(=O)(=O)C(C)(C)C)cc1	-11%	1%	2%	-3%	50µM*	-26%[11.4 µM]	?	-20%	100%[activator]
6	CN(Cc1ccccc1)S(=O)(=O)c1ccc(C(=O)Nc2nnc(C3CC3)o2)cc1	17%	-1%	-2%	-3%	0%[59 µM]	-24%	?	-5%	45%[activator]
7	O=C(c1ccccc1)N1CCN(C(=O)c2cc3ccccc3oc2=O)CC1	3%	-1%	8%	72%[activator]	1%	5%	11%	-11%	108%[activator]
8	CC1CC(C)CN(C(=O)c2ccc3c(c2)OCCO3)C1 (configuration not stated)	nt	nt	4%	39%	-5%[59 µM]	-2%	1%	-2%	39%[activator]
9	Cc1cc(C)nc(NC(=O)C(c2ccccc2)c2ccccc2)n1	1%	-1%	0%	2%	15%	-5%	9%	-12%	38%[activator]
10	COc1ccc(Oc2ncc3ncc(=O)n(C)c3n2)cc1	nt	1%	2%[60.1 µM]	13%	-6%[0.501 µM]	nt	nt	nt	nt
11	Cc1cc(OCC(=O)N2CCC(O)(c3ccc(Cl)cc3)CC2)c2c(C)cc(=O)oc2c1	14%	-5%	18%	43%	0%	0%	-18%	-3%	28%
12	O=C(Cn1nc(-c2ccccc2)ccc1=O)N1CCCCC1	11%	0%	-21%	62%[activator]	6%	-10%	33%[activator]	-12%	52%[activator]
13	CCCOc1ccc(C(=O)Nc2ccc(N3CCN(C(=O)c4ccco4)CC3)cc2)cc1	6%	-5%	-8%	1%	16%	-12%	-3%	-20%	22%
14	Cc1cccc(C(C(=O)NCc2ccc(F)cc2)N(C(=O)c2csnn2)C2CC2)c1 (configuration not stated)	11%	-4%	-12%	42%	-1%	-5%	0%	-6%	-15%
15	COc1ccc(Cl)cc1NC(=O)COC(=O)C1CC(=O)N(Cc2ccccc2)C1 (configuration not stated)	nt	nt	-4%	8%	nt	-10%	nt	-8%	1%
16	Cc1cccc(C)c1OCC(O)CNS(=O)(=O)c1ccccc1C(=O)N1CCCCC1 (configuration not stated)	-4%	4%	-9%	?	8%[59 µM]	-6%	-3%	-6%	14%
17	Cc1ccc2nc(-c3ccc(N)cc3)sc2c1	27%	-2%	-4%	9%	nt	9%	6%	-19%	-8%
18	COc1cc(OC)cc(C(=O)Nc2ccc(S(=O)(=O)Nc3cc(C)on3)cc2)c1	77%	3%	3%	2%	-8%[59 µM]	-12%	-2%	-5%	6%
19	O=C(Cn1cnc2ccccc2c1=O)Nc1ccc(S(=O)(=O)N2CCCC2)cc1	-25%	0%	2%	-3%	-5%	11%[11.4 µM]	-15%	-12%	101%[activator]
20	CCOc1ccccc1CN1CCN(Cc2cn(C)nc2-c2ccccc2)CC1CCO (configuration not stated)	1%	3%	-18%	-3%	0%	-22%	-1%	-19%	4%
21	CCOc1cccc(NC(=O)c2cnccc2C(F)(F)F)c1	21%	-3%	9%	8%	21%[59 µM]	-1%	0%	-6%	51%[activator]
22	Cc1c(OC(C)C(=O)N[C@H](C(=O)O)c2ccccc2)ccc2c3c(c(=O)oc12)CCCC3 (some centres not stated)	29%	-2%	5%	4%	nt	-5%	-3%	-1%	-19%
23	O=C(Nc1ccccc1C(=O)Nc1ccccc1)c1cccs1	2%	2%	2%	-1%[12.4 µM]	-13%[59 µM]	-5%	12%	-3%	29%
24	CC(=O)Nc1ccc(NC(=O)CN(c2cccc([N+](=O)[O-])c2)S(C)(=O)=O)cc1	-1%	-11%	-1%	0%	21%[12.7 µM]	12%	-12%	1%	59%
25	COc1cc(S(=O)(=O)NCC2(N3CCCCC3)CCCCC2)ccc1NC(C)=O	nt	nt	0%	16%	8%	-18%	11%	-15%	22%
26	Cc1ccc(N(CC(=O)NC2CCCC2)C(=O)Cn2nnc(-c3ccccc3F)n2)cc1	25%	-9%	3%	37%	?	-13%	-3%	-10%	0%
27	C[C@H](CO)N1C[C@H](C)[C@@H](CN(C)Cc2ccc3c(c2)OCO3)Oc2c(NC(=O)C3CCCCC3)cccc2C1=O	nt	nt	6%	-7%	nt	?	nt	-28%	23%
28	CC(C)(C)n1nnnc1C(c1cccs1)N(Cc1ccccc1)Cc1ccco1 (configuration not stated)	2%	-10%	-5%	-1%	?	-11%	-5%	-13%	?
29	COc1ccccc1CNc1ccc(N2CCOCC2)c(C(=O)O)c1	5%	1%	-13%	0%	?	-2%	6%	6%	8%
30	O=C1NC(=O)/C(=C\c2ccc(OCc3cnc(Cl)s3)cc2)S1	-6%	-3%	-6%	-5%	?	-33%	-37%	-17%	70%[activator]
31	COc1ccc(OC)c(NC(=O)[C@H](CSCc2ccccc2)N2Cc3ccccc3C2=O)c1	7%	-11%	-9%	nt	-5%[59 µM]	-29%	-34%	-12%	26%
32	CCOC(=O)C1CCCN(C(=O)c2cc(-c3ccc(C)cc3)on2)C1 (configuration not stated)	-4%	-6%	-2%	-4%	11%[12.7 µM]	1%	12%	-4%	-12%
33	O=C(NNc1c(Cl)cncc1Cl)c1sccc1Cl	-7%	-1%	0%	4%	?	0%	1%	-11%	12%
34	Cc1cccc(CN2CCc3c(OCC(=O)N4CCCc5ccccc54)cccc3C2=O)c1	3%	-3%	-14%	4%	-8%	-25%	-3%	-13%	0%
35	O=C(c1ccccc1)c1ccc2nc(N3CCN(C(=O)c4ccco4)CC3)c3nncn3c2c1	12%	-3%	2%	3%	?	-17%	-1%	-27%	79µM*
36	Cc1ccc(Nc2nc(-c3sc(N)nc3C)cs2)cc1	2%	-4%	-23%	?	nt	50µM*	40µM*	-16%	50%[activator]
37	Nn1cc(-c2ccccc2)nc1SCC(=O)Nc1cccc(S(N)(=O)=O)c1	-1%	-2%	4%	0%	?	-18%	-30%	-15%	56%[activator]
38	CN(C)/C=C1\C(=O)N(c2ccc(Cl)c(Cl)c2)CS1(=O)=O	8%	-2%	-4%	-1%	19%	6%	-5%	-9%	14%

Entries 27 through 38, quoted:
entry	canonical_smiles	POLB inh	BLM helicase inh	POLK inh	APE1 inh	G9a inh	JMJD2A Tudor	BAZ2B block	Pol eta inh	POLI inh
27	C[C@H](CO)N1C[C@H](C)[C@@H](CN(C)Cc2ccc3c(c2)OCO3)Oc2c(NC(=O)C3CCCCC3)cccc2C1=O	nt	nt	6%	-7%	nt	?	nt	-28%	23%
28	CC(C)(C)n1nnnc1C(c1cccs1)N(Cc1ccccc1)Cc1ccco1 (configuration not stated)	2%	-10%	-5%	-1%	?	-11%	-5%	-13%	?
29	COc1ccccc1CNc1ccc(N2CCOCC2)c(C(=O)O)c1	5%	1%	-13%	0%	?	-2%	6%	6%	8%
30	O=C1NC(=O)/C(=C\c2ccc(OCc3cnc(Cl)s3)cc2)S1	-6%	-3%	-6%	-5%	?	-33%	-37%	-17%	70%[activator]
31	COc1ccc(OC)c(NC(=O)[C@H](CSCc2ccccc2)N2Cc3ccccc3C2=O)c1	7%	-11%	-9%	nt	-5%[59 µM]	-29%	-34%	-12%	26%
32	CCOC(=O)C1CCCN(C(=O)c2cc(-c3ccc(C)cc3)on2)C1 (configuration not stated)	-4%	-6%	-2%	-4%	11%[12.7 µM]	1%	12%	-4%	-12%
33	O=C(NNc1c(Cl)cncc1Cl)c1sccc1Cl	-7%	-1%	0%	4%	?	0%	1%	-11%	12%
34	Cc1cccc(CN2CCc3c(OCC(=O)N4CCCc5ccccc54)cccc3C2=O)c1	3%	-3%	-14%	4%	-8%	-25%	-3%	-13%	0%
35	O=C(c1ccccc1)c1ccc2nc(N3CCN(C(=O)c4ccco4)CC3)c3nncn3c2c1	12%	-3%	2%	3%	?	-17%	-1%	-27%	79µM*
36	Cc1ccc(Nc2nc(-c3sc(N)nc3C)cs2)cc1	2%	-4%	-23%	?	nt	50µM*	40µM*	-16%	50%[activator]
37	Nn1cc(-c2ccccc2)nc1SCC(=O)Nc1cccc(S(N)(=O)=O)c1	-1%	-2%	4%	0%	?	-18%	-30%	-15%	56%[activator]
38	CN(C)/C=C1\C(=O)N(c2ccc(Cl)c(Cl)c2)CS1(=O)=O	8%	-2%	-4%	-1%	19%	6%	-5%	-9%	14%
